Compound activity (PubChem)
rTrxR1 inhibitor – qHTS Assay for Inhibitors of Mammalian Selenoprotein Thioredoxin Reductase 1 (TrxR1): qHTS; hit rate 1% among 390,000; recombinant rTrxR1, NADPH fluorescence consumption, selenite substrate; Potency, µM (series often up to 114 µM), for the others: top-dose activity change, negative = inhibition, hits mostly inhibitors; further: potency means the concentration at half of the fitted maximal effect; on the % scale 0 is the no-effect control and ±100 the full control effect; nearly all actives have a fitted effect of over 65% in size
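Rat TrxR1 (90 nM in the dispensed reagent) was pre-reduced with 400 uM NADPH for 5 min at room temperature, then incubated with compound for 15 min. After 400 uM selenite was added, NADPH fluorescence (Ex 340/Em 450 nm) was followed for 8 min.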
TrxR1 substrate – qHTS Assay for Substrates of Mammalian Selenoprotein Thioredoxin Reductase 1 (TrxR1): qHTS. Potency, µM (highest dose often 114 µM), inactives show at the highest dose activity change, negative = substrate turnover. Thioredoxin reductase 1, cytoplasmic (Rattus norvegicus), O89049. hit rate 0.01% among 390,000. purified TrxR1 substrate turnover, NADPH consumption readout. AID 588456, 2011; further: potency means the concentration at half of the fitted maximal effect; on the % scale 0 is the no-effect control and ±100 the full control effect; nearly all actives have a fitted effect of over 50% in size
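Rat TrxR1, dispensed at 90 nM, was prereduced with 400 uM NADPH (final) for 5 min at ~22 deg C, then incubated with compound 15 min before 400 uM selenite. A first-read NADPH fluorescence drop versus no-compound background flagged substrates.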
D2 ag – HTS Assay for Allosteric Agonists of the Human D2 Dopamine Receptor: Primary Screen for Agonists. D(2) dopamine receptor (Homo sapiens), P14416. HEK293 T-REx D2 cells, calcium flux agonist mode. activation, % at 2 µM. hit rate 0.53% among 340,000;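 active means activation over 3 SD above normal in the single-dose calcium agonist read, cut at about 30% in these data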; further: 0% is about no effect
Target sequence (P14416 whole entry, looked up): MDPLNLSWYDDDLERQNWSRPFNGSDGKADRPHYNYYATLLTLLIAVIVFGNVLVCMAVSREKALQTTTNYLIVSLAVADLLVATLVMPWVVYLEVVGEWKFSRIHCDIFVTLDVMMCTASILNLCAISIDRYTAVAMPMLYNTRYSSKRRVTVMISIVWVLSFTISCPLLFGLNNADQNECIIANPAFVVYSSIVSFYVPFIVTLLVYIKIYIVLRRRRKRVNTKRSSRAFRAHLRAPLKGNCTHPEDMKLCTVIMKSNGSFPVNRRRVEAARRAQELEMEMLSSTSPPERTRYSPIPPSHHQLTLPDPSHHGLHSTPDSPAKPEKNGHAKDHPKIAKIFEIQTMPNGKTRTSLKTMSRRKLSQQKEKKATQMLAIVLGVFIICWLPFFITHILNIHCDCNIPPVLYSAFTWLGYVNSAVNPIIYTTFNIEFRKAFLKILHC
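Agonism scored from kinetic calcium signal (1 read/sec, 180 s) following compound pin transfer, after a 10 s baseline. Cells: HEK293 Trex line expressing inducible D2 receptor coupled to calcium, dye-loaded after overnight culture at 30 C.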
PI4K2A block – qHTS for small molecular inhibitors of PI4K2A; purified PI4K2A, ADP-Glo luminescence, 1 h; active compounds read low; activity change, negative = inhibition, % at 76.9 µM; Phosphatidylinositol 4-kinase type 2-alpha (Homo sapiens), Q9BTU6; AID 1346378, 2018; hit rate 0.13% among 420,000; in the data active means activity change below about -50%; inconclusive means mostly about -30% to -49%;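 further: -100% = wells without enzyme as full effect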
Target sequence (Q9BTU6 whole entry, looked up): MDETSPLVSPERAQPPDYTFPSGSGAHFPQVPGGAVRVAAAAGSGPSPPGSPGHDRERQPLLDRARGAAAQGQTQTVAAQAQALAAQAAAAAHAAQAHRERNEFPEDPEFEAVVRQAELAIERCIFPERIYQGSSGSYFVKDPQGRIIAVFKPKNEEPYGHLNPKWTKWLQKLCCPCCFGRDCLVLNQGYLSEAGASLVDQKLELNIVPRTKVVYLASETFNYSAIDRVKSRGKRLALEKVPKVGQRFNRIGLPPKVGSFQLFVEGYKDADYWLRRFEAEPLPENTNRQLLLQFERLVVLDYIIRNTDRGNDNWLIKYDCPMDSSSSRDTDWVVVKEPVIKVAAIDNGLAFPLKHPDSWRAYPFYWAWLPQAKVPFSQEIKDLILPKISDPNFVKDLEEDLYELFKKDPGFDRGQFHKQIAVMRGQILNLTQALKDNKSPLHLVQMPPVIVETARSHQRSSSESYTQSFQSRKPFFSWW
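ADP-Glo luminescence measured ADP generated by PI4K2A enzyme (4 ug/mL before mixing) with 1.2 mM PI substrate (pre-mix) and 300 microM ATP (pre-mix). Tris pH7.5 buffer with MgCl2, Triton X-100; 1 h reaction at ambient temperature.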
D2 antagonist – HTS Assay for Allosteric Antagonists of the Human D2 Dopamine Receptor: Primary Screen for Antagonists; hit rate 2% among 340,000; inhibition, % at 10 µM; HEK293 TREx D2 cells, calcium flux, dopamine EC80; in the data active means inhibition above about 30%; further: 0% is about no effect
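Dopamine at EC80 is the agonist stimulus; test compounds precede it by 180 s. Calcium flux read kinetically in a force-coupled, inducible HEK293 T-REx D2 cell line.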
USP1 inh – Inhibitors of USP1/UAF1: Primary Screen | recombinant USP1/UAF1, Ub-Rhodamine cleavage fluorescence | Potency, µM (top dose mostly 57.1 µM), for the others: at the highest dose activity change, negative = inhibition, actives largely listed as inhibitors | hit rate 0.23% among 390,000 | AID 743255, 2014; further: potency means the concentration at half of the fitted maximal effect; on the % scale 0 is the no-effect control and ±100 the full control effect; nearly all actives have a fitted effect of over 60% in size; inactives centre near -12
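USP1/UAF1 complex (1 nM) preincubated 15 min at room temperature with compound, then Ub-Rho substrate (150 nM final) added. Kinetic fluorescence at 480/540 nm over 6 reads at 60 s intervals; 50 mM HEPES pH 7.8, 0.5 mM EDTA, 0.1 mg/ml BSA, 1 mM TCEP, 0.01% Tween-20.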
IDH1 R132H inh – qHTS for Inhibitors of mutant isocitrate dehydrogenase 1 (IDH1): qHTS; IDH1-R132H enzyme, NADPH consumption, diaphorase/resazurin fluorescence; Isocitrate dehydrogenase [NADP] cytoplasmic (Homo sapiens), O75874; AID 602179, 2012; hit rate 0.093% among 390,000; Potency, µM (doses to about 76.6 µM), inactives show top-dose activity change, negative = inhibition, most hits filed as inhibitors; further: potency means the concentration at half of the fitted maximal effect; on the % scale 0 is the no-effect control and ±100 the full control effect; nearly all actives have a fitted effect of over 65% in size
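IDH1-R132H (0.5 ug/mL dispensed) in pH 7.5 Tris buffer was preincubated 30 min with compound, then given a substrate mix of 0.016 mM NADPH and 2 mM alpha-KG for 80 min at room temperature; remaining NADPH was read by diaphorase/resazurin fluorescence.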
TRHR agonist – qHTS for Small Molecule Agonists and Allosteric Enhancers of Human TRH Receptor: Primary Screen for Agonists | TRHR cells, calcium flux fluo-8, FDSS agonist mode | activation, % at 2 µM | hit rate 0.18% among 360,000 | AID 493084, 2011; in the data active means activation above about 30%; further: 0% is about no effect
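In this calcium-flux screen, cells bearing human TRHR are dye-loaded with fluo-8, baselined for 10 cycles, then exposed to library compounds; positive kinetic calcium responses during the agonist phase mark hits, with TRH as control.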
TRHR enhancer – qHTS for Small Molecule Agonists and Allosteric Enhancers of Human TRH Receptor: Primary Screen for Enhancers; TRHR cells, fluo-8 calcium fluorescence, EC20 TRH enhancement; Thyrotropin-releasing hormone receptor (Homo sapiens), P34981; hit rate 0.66% among 360,000; enhancement, % at 2 µM; AID 493056, 2011; in the data active means enhancement above about 30%; further: 0% is about no effect
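Enhancer read-out: after compound pinning and an initial kinetic agonist-mode read, an EC20 of TRH (10 nM final) was injected and fluo-8 calcium signal (Ex 480/Em 530) followed at 1 s/cycle for 100 cycles in TRHR-expressing cells.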
The depositor's hits bear a star; u = inconclusive; x = not tested or not shown; [ ] = dose if it differs, or a comment. Unless noted, the call rests on the fitted dose curve; in most records, active means well fitted inhibition curve with a large enough effect; inconclusive means small, poorly fitted or top-dose-only effect; inactive means no such curve, though single readings can be large or run the other way.

SMILES | rTrxR1 inhibitor | TrxR1 substrate | D2 ag | PI4K2A block | D2 antagonist | USP1 inh | IDH1 R132H inh | TRHR agonist | TRHR enhancer
CCc1nnc(NC(=O)C2(C)COC(c3ccccc3)OC2)s1 (stereo unspecified) | 14%[57.1 µM] | 8%[57.1 µM] | -0.4 | -2 | -11 | -5% | -3% | 0.0 | 9
N#Cc1cc2[nH]c3ccccc3c2[n+](-c2ccc([N+](=O)[O-])cc2)c1N | 13%[57.1 µM] | 1%[57.1 µM] | 0.9 | 0 | -8 | -21% | -3% | 0.7 | 0
CCOC(=O)NC(=O)CSc1ccc(S(=O)(=O)N(C)C2CCCCC2)cn1 | 11% | -1% | -1.3 | -4 | 6 | -22% | 9% | -1.1 | -8
COc1cccc(CN(C)CC2CCCN(CCc3ccccc3C)C2)c1 (stereo unspecified) | 0% | -5% | 0.0 | -1 | 15 | 5% | 1% | 0.1 | -6
CC(c1nnnn1C(C)(C)C)N(Cc1cccnc1)Cc1ccccc1Cl (stereo unspecified) | 8% | -3% | -0.7 | 4 | 19 | -13% | -2% | -0.4 | -1
CCN(CC)C(=O)n1cnc(-c2ccccc2)c1-c1ccccc1 | -5% | -8% | 0.4 | 5 | -2 | -13% | 8% | 0.1 | 15
COc1ccccc1NC(=O)Cn1c(=O)n(-c2ccc(C)cc2)c(=O)c2ccc(C(=O)NCc3ccco3)cc21 | -9% | -3% | 0.3 | 5 | x | -22% | 29% | 0.8 | 6
COC(=O)c1ccc(NC(=O)COc2ccc(S(=O)(=O)NC(C)C)cc2)cc1 | 26% | 12% | 0.3 | -1 | 11 | 3% | 7% | -0.2 | -4
COc1ccc(C(=O)COC(=O)CCN=C2NS(=O)(=O)c3ccccc32)cc1OC | 14% | 4%[0.457 µM] | 0.9 | -1 | 8 | -17% | 4% | 0.2 | 0
O=C(CSc1nc2ccccc2c(=O)n1NC(=O)Cc1ccccc1)NCc1ccccc1Cl | 8%[57.1 µM] | -4% | x | 4 | x | -16% | 0% | x | x
O=C(N/N=C/c1ccc(F)cc1)c1c(O)c2ccccc2[nH]c1=O | -11% | -7% | 0.8 | -5 | 3 | -9% | -1% | 0.8 | 4
CCc1ccc(NC(=O)c2cc3c(=O)n(Cc4cccnc4)ccc3nc2C)cc1 | 5%[57.1 µM] | -4%[57.1 µM] | 0.5 | -1 | x | -5% | -5% | -0.3 | 3
COCCC(=O)N1CCC(n2nccc2NC(=O)CCc2ccccc2)CC1 | 12% | 5% | 1.1 | 1 | -2 | -14% | -3% | 0.6 | -2
COc1ccc(CC(=O)OCC(=O)c2ccc(F)cc2)cc1 | 0%[57.1 µM] | 3%[57.1 µM] | x | 2 | x | -8% | 0% | x | x
CN(c1ccccc1)S(=O)(=O)c1ccc(C(=O)Nc2nnc(C3CC3)o2)cc1 | 6% | -1% | 1.2 | 0 | -14 | -2% | -4% | -0.2 | -7
Cc1c(C(=O)O)cnc2c([N+](=O)[O-])cnn12 | -4%[57.1 µM] | -12%[57.1 µM] | 0.0 | -2 | -16 | -11% | 2% | 0.8 | 5
O=C1/C(=C/c2ccncc2)SC(=S)N1Cc1ccccc1 | -16%[57.1 µM] | -2%[57.1 µM] | 0.1 | 4 | 11 | -15% | u | -0.1 | 8
CCCOc1ccc(C(=O)Nc2c[nH]c(=O)[nH]c2=O)cc1 | 15% | 10% | 0.1 | -5 | -17 | -16% | 4% | 0.1 | 8
Cc1cc(C(=O)COC(=O)c2cc(Cl)ccc2N)c(C)n1Cc1ccco1 | -11%[57.1 µM] | 30%[activator][57.1 µM] | -0.2 | 1 | -8 | -5% | 7% | 0.2 | 3
CC(=O)c1c[nH]c(C(=O)NC2CCCCCC2)c1 | 12% | 0% | 0.4 | -4 | 11 | -20% | -3% | 0.5 | 5
CCSc1ccccc1C(=O)N1CCN(c2ccc([N+](=O)[O-])cc2)CC1 | 19% | -7% | 0.6 | 3 | -15 | -3% | 1% | 0.4 | -4
Cc1ccc(-c2csc3nc[nH]c(=O)c23)cc1C | 48%[activator] | 10% | 0.7 | 8 | -8 | -20% | -1% | 0.5 | 0
COc1ccc(/C=N/Nc2nccnc2Cl)c(OC)c1 | 8%[57.1 µM] | -11% | x | -25 | x | -10% | 8% | -0.9 | 9
O=c1nc2sc3ccccc3n2c(=O)n1-c1cccc(Cl)c1 | 3%[57.1 µM] | -2% | -0.8 | -1 | -1 | -7% | 12% | -1.1 | -4
CC(=O)c1c(C)oc2ccc(N(C(=O)c3ccncc3)S(=O)(=O)c3ccc(F)cc3C)cc12 | u | -4% | -0.9 | 2 | x | -13% | 0% | -1.6 | -7
COc1cccc(NC(=O)NCc2c(-c3ccccc3)noc2C)c1 | -1%[57.1 µM] | -1%[57.1 µM] | -0.2 | -6 | 1 | -4% | 4% | -0.8 | -3
CC(=O)N1CCCc2cc(S(=O)(=O)N3CCN(c4cccc(C(F)(F)F)c4)CC3)ccc21 | 13%[57.1 µM] | 3%[57.1 µM] | 0.1 | -5 | x | -17% | 1% | 0.0 | -6
O=C(Nc1cccnc1Cl)c1ccc(Cl)c([N+](=O)[O-])c1 | 8%[57.1 µM] | 11%[57.1 µM] | 3.5 | 3 | -7 | -17% | 3% | -0.2 | 2
COc1ccc(Cl)c(Cn2c(NCc3ccccn3)nc3c2c(=O)n(C)c(=O)n3C)c1 | 12%[57.1 µM] | -1%[57.1 µM] | 0.5 | 1 | 7 | -7% | 6% | -0.5 | -4
COCCn1c(=NC(=O)c2ccc3c(c2)OCCO3)sc2cc(C(=O)OC)ccc21 | 11%[57.1 µM] | 2%[57.1 µM] | 0.2 | 0 | x | -6% | -7% | 0.5 | -2
COc1ccc(Cl)cc1S(=O)(=O)N1CCN(Cc2cccc(F)c2)CC1 | 14%[57.1 µM] | 1%[57.1 µM] | 1.0 | -1 | x | -19% | 4% | 0.9 | -2
CC1CCN(C(=O)c2ccc3c(Cl)c4c(nc3c2)CCCC4)CC1 | -3% | -1% | 0.0 | -3 | 2 | -7% | -4% | -0.2 | -10
O=C1CC(=O)N(Cc2ccco2)C(=S)N1 | u | -5% | 1.7 | u | 11 | -23% | -4% | 4.3 | -8
CC(=O)c1c(C)nc2ccc(Br)cc2c1-c1ccccc1 | 16%[57.1 µM] | 4% | -1.0 | 1 | -2 | u | 5% | -1.7 | -9
N#Cc1ccc(CN2CCN(C(=O)Cn3nc(C(N)=O)c4ccccc4c3=O)CC2)cc1 | 2% | 0% | 9.7 | 2 | 3 | -15% | 10% | 0.4 | 12
Cc1[nH]c(=O)[nH]c(=O)c1S(=O)(=O)N1CCCCC1 | 17% | 5% | -0.9 | -3 | 10 | -20% | 0% | 0.4 | 3
N#Cc1ccc(Oc2ccc(-c3nc4ccccc4nc3-c3ccccc3)cc2)cc1C#N | -7% | 0% | 1.4 | 3 | 5 | -15% | 7% | 0.3 | -2
O=C(CSc1oc(-c2ccco2)nc1S(=O)(=O)c1ccc(F)cc1)NCC1CCCO1 (stereo unspecified) | 16µM* | 5% | 0.1 | 5 | 3 | -10% | -1% | -0.7 | 6
Cn1c(=O)c([N+](=O)[O-])c(-n2cnc3ccccc32)c2ccccc21 | u | 2% | 0.6 | -2 | 20 | -13% | 7% | 0.2 | 8
CCOC(=O)c1c(C)[nH]c(C(=O)OC/C(O)=C(\C#N)c2nc3ccccc3[nH]2)c1C | 16% | 4%[57.1 µM] | -0.9 | 0 | 7 | -20% | 9% | 0.7 | 2

Next section; it opens with the three that closed the last part.
SMILES | rTrxR1 inhibitor | TrxR1 substrate | D2 ag | PI4K2A block | D2 antagonist | USP1 inh | IDH1 R132H inh | TRHR agonist | TRHR enhancer
O=C(CSc1oc(-c2ccco2)nc1S(=O)(=O)c1ccc(F)cc1)NCC1CCCO1 (stereo unspecified) | 16µM* | 5% | 0.1 | 5 | 3 | -10% | -1% | -0.7 | 6
Cn1c(=O)c([N+](=O)[O-])c(-n2cnc3ccccc32)c2ccccc21 | u | 2% | 0.6 | -2 | 20 | -13% | 7% | 0.2 | 8
CCOC(=O)c1c(C)[nH]c(C(=O)OC/C(O)=C(\C#N)c2nc3ccccc3[nH]2)c1C | 16% | 4%[57.1 µM] | -0.9 | 0 | 7 | -20% | 9% | 0.7 | 2
CN1CCN(CCCNC(=O)Nc2cccc3ccccc23)CC1 | 1% | 28% | 1.4 | -2 | 5 | -12% | 4% | 0.7 | 5
COc1ccc(C(=O)CN(C(=O)c2ccc(Cl)cc2)N2C(=O)c3ccccc3C2=O)cc1 | 30% | 5% | 0.3 | -3 | -3 | -17% | 5% | -0.6 | -2
COC(=O)CSc1snnc1-c1ccc(F)cc1 | -1% | -5% | -1.3 | 4 | 5 | -16% | 0% | -0.3 | 3
CCOc1ccc2nc3c(cc2c1)CN(CCOC)C(=NC)S3 | 14%[57.1 µM] | 2%[57.1 µM] | 0.5 | -3 | -4 | -16% | -8% | -0.4 | -5
Cc1ccc(-n2c(SCC(=O)NCC3CCCO3)nnc2-c2ccoc2C)cc1 (stereo unspecified) | 9% | 8% | -0.4 | 13 | -10 | -13% | 5% | -0.6 | 3
